CHRM4 antagonist = human M4 muscarinic receptor antagonists, primary screen, CHO cells, Fluo-8 calcium fluorescence | Muscarinic acetylcholine receptor M4 (Homo sapiens), P08173 | CHO-hM4 cells, ACh EC80 | inhibition, % at 3 µM | actives 0.73% (n = 360,000);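 active = inhibition above its plate's cutoff, the mean inhibition of sample wells plus 3 SD, cut at about 27% in these data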;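 also: 0% = acetylcholine EC80 with DMSO and 100% = DMSO without agonist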
Target sequence (P08173 whole entry, looked up): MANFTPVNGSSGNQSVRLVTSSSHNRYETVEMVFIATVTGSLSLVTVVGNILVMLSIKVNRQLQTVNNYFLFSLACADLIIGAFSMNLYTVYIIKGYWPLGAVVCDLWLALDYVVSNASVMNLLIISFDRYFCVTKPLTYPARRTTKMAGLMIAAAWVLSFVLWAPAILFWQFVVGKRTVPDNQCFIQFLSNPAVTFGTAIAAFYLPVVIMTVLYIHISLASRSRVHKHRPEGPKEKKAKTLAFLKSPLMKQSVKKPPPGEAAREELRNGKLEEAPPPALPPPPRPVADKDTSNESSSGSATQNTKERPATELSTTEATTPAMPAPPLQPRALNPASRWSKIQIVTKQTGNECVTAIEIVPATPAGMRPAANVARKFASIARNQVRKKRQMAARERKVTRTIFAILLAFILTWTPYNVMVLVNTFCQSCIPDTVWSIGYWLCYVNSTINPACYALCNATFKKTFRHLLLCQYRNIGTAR
M1 PAM = human M1 muscarinic receptor positive allosteric modulators, primary screen, CHO-K1 cells, Fluo-8 calcium fluorescence, 1536-well | CHO-K1 hM1, ACh EC20; 0% = ACh EC20, 100% = maximal ACh | AID 588819, 2011 | Muscarinic acetylcholine receptor M1 (Homo sapiens), P11229 | actives 0.088% (n = 360,000) | activation, % at 3 µM; in the data active = activation above about 19%, passing the limit was not always enough
Target sequence (P11229 whole entry, looked up): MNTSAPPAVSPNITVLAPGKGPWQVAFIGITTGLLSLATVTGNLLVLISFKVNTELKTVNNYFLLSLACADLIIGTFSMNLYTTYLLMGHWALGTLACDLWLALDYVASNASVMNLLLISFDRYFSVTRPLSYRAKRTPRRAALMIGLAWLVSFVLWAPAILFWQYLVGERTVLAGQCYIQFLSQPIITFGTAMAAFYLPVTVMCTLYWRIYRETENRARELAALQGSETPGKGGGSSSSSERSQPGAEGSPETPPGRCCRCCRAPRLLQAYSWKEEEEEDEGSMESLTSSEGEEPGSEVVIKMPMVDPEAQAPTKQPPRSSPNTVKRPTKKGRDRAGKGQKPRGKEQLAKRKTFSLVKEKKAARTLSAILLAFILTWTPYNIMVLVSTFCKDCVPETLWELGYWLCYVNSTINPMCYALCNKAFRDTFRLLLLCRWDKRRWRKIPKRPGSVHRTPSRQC
TAAR1 agonist = human TAAR1 agonists, primary screen, Fluo-8 calcium fluorescence, CHO RD-HGA16 cells; Trace amine-associated receptor 1 (Homo sapiens), Q96RJ0; vehicle wells 0%, saturating PEA agonist 100%; activation, % at 3 µM; actives 0.99% (n = 360,000);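 active = activation above the mean activation of all test compounds in the run plus 3 SD, cut at about 38% in these data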
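Benchmarks: low control DMSO, high control PEA (EC100); System: CHO RD-HGA16 cells carrying human TAAR1 plus Gα16; Detection: Fluo-8 fluorescence, 5 s baseline then 140 s kinetic read; Schedule: 17-24 h plating, Fluo-8 75 min 37 °C, 30 min RT; Read-out basis: % activation from peak over basal fluorescence ratio, DMSO-to-PEA scaled.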
M5 PAM = human M5 muscarinic receptor positive allosteric modulators, primary screen, CHO-K1 cells, Fluo-8 calcium fluorescence; Muscarinic acetylcholine receptor M5 (Homo sapiens), P08912; CHO-K1 hM5, ACh EC20 PAM; 0% = ACh EC20, 100% = ACh EC100; activation, % at 3 µM; actives 0.3% (n = 360,000); AID 624038, 2012;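 active = activation above the run cutoff, the mean activation of all test compounds plus 3 SD, cut at about 18% in these data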
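system = human M5 receptor in CHO-K1 cells | reagent = EC20 acetylcholine as agonist stimulus | compound dosing = single-point, 3 µM nominal | incubation = Fluo-8 loading 80 min at 37 °C plus 30 min room temperature | detection = Fluo-8 calcium dye fluorescence, kinetic read | benchmarks = low control EC20 acetylcholine (0%), high control EC100 acetylcholine (100%)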
M1 antag = human M1 muscarinic receptor antagonists, primary screen, CHO-K1 cells, Fluo-8 calcium fluorescence, 1536-well; AID 588852, 2011; actives 1.3% (n = 360,000); inhibition, % at 3 µM; CHO-K1 hM1, ACh EC80 antagonist; Muscarinic acetylcholine receptor M1 (Homo sapiens), P11229;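 active = percent inhibition above its own plate's cutoff, namely the mean of that plate's compound wells plus 3 SD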;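 also: peak over basal fluorescence ratio during 140 s after agonist addition; 0% = ACh EC80 plus DMSO and 100% = DMSO alone without agonist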
M5 antag = human M5 muscarinic receptor antagonists, primary screen, CHO cells, Fluo-8 calcium fluorescence | CHO-hM5 cells, ACh EC80 | inhibition, % at 3 µM | actives 0.59% (n = 360,000) | AID 624040, 2012;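 active = inhibition above a per-plate cutoff, the mean of that plate's test compounds plus 3 SD, cut at about 27% in these data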;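 also: 0% = acetylcholine EC80 with DMSO and 100% = DMSO without agonist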
CHRM1 agonist = human M1 muscarinic receptor agonists, primary screen, Fluo-8 calcium fluorescence, CHO-K1 cells, HTS; CHO-K1 hM1, agonist mode; 0% DMSO, 100% acetylcholine EC100; actives 0.33% (n = 360,000); activation, % at 3 µM;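 active = activation above the run's mean compound activation plus 3 SD, cut at about 16% in these data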;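 also: peak over basal fluorescence ratio within a 140 s kinetic read after compound addition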
M5 ag = human M5 muscarinic receptor agonists, primary screen, CHO-K1 cells, Fluo-8 calcium fluorescence; Muscarinic acetylcholine receptor M5 (Homo sapiens), P08912; CHO-K1 hM5 cells; 0% DMSO wells, 100% maximal acetylcholine response; activation, % at 3 µM; actives 0.19% (n = 360,000);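 active = activation above the run's mean over test compounds plus 3 SD, cut at about 23% in these data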;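 also: signal is peak over basal fluorescence ratio across the kinetic read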
M4 ag = human M4 muscarinic receptor agonists, primary screen, CHO-K1 cells, Fluo-8 calcium fluorescence. Muscarinic acetylcholine receptor M4 (Homo sapiens), P08173. CHO-K1 hM4/Gqi5; vehicle 0%, full acetylcholine response 100%. activation, % at 3 µM. actives 0.14% (n = 360,000);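 active = activation above the run mean over all test wells plus 3 SD, cut at about 32% in these data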;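 also: peak over basal fluorescence ratio per well then scaled between controls; 0% = DMSO wells and 100% = acetylcholine at EC100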
* marks the source's active call; other numbers are inactive results; . = no result given; & = joins results of further samples. Some of the compounds tested; rates above refer to the full screens.

SMILES	CHRM4 antagonist	M1 PAM	TAAR1 agonist	M5 PAM	M1 antag	M5 antag	CHRM1 agonist	M5 ag	M4 ag
Cc1ccc(-c2nnc(COC(=O)c3cccs3)o2)cc1	-7	-1	-1	-5	2	14	-3	-5	2
C/C(=N\Nc1ccc(Cl)c(C(=O)O)c1)c1ccccn1	3	7	2	-5	-9	4	-1	0	0
COC(=O)c1ccc(/C=C2/C(=O)Oc3ccccc32)cc1	1	15	-1	2	-10	16	-1	0	0
CC(=O)Nc1ccc2nc(NS(=O)(=O)c3ccc(C)cc3)sc2c1	4	5	5	-1	-9	1	-3	0	2
COc1ccc(N2CCN(C(=O)C3CCCN(S(=O)(=O)c4c(C)noc4C)C3)CC2)cc1 (stereo unspecified)	-2	4	0	5	-23	-4	-2	2	1
CCOC(=O)c1c(C)[nH]c(N=Nc2ccccc2)c1C	2	-4	-1	3	1	2	-4	-5	-3
OC1(C#CCN2CCOCC2)CCCCC1	4	11	8	12	-3	-2	-1	-1	1
COc1ccc(N(C(=O)c2snc(C(N)=O)c2N)C(C(=O)NCc2ccccc2)c2ccc(O)cc2)cc1 (stereo unspecified)	-1	6	6	-2	0	14	-4	-3	6
O=C(O)c1cccc(NC(=O)c2cn(-c3ccccc3)nc2-c2ccc([N+](=O)[O-])cc2)c1	-4	12	0	3	-20	1	-1	-1	0
CCCCCC(=O)Nc1nc2ccccc2[nH]1	-19	3	19	2	1	-6	-3	1	0
CCCN(CCC)CC(O)CN1C(=O)N(CN2C(=O)N(CC(O)CN(CCC)CCC)C(=O)C2(C)C)C(C)(C)C1=O (stereo unspecified)	6	-2	1	-1	5	4	-8	1	2
CN(C)C(=O)CCSc1nnc(-c2ccncc2)o1	5	3	1	0	-1	5	-4	0	0
O=[N+]([O-])c1ccc(Nc2ccccn2)c([N+](=O)[O-])c1	-3	0	0	0	10	12	-2	2	2
CC(C)CCn1c(=O)c2sccc2n2c(CCCC(=O)N3CCN(c4ccccn4)CC3)nnc12	-7	-9	0	1	23	-6	-4	0	3
CN(Cc1cccc(F)c1)C(=O)CNS(=O)(=O)c1ccc2ccccc2c1	-8	8	6	3	-14	7	-9	-2	1
CC1(C(=O)NS(=O)(=O)C2CC2)CCCN(C(=O)COc2ccccc2)C1 (stereo unspecified)	-1	7	.	3	-12	-8	-3	0	0
COc1ccc([C@H]2CC(=O)C=C(c3cc(Cl)ccc3OC)C2)cc1	0	2	3	-1	1	10	-7	-8	1
NS(=O)(=O)c1ccc(-n2ncc3c(=O)[nH]c(SCC(=O)Nc4nccs4)nc32)cc1	1	6	0	0	-11	3	-4	2	1
O=S(=O)(Nc1ccc(-c2cn3cccnc3n2)cc1)c1ccccc1	-3	3	4	8	-2	-4	-7	-1	1
COc1cccc(C(=O)c2ccncc2C(=O)O)c1OC	5	6	1	5	-5	-1	-3	0	0
COc1ccc(C(=O)Nc2c(C(C)(C)C)nn(C)c2C(C)(C)C)cc1	4	12	1	8	-19	-1	-2	3	1
O=C(NNS(=O)(=O)c1ccccc1)C1CCN(S(=O)(=O)c2ccccc2)CC1	-7	11	2	5	-10	-2	-2	-7	0
COc1ccc2cc3cc(C(=O)Nc4ccc5c(c4)OCCO5)oc3nc2c1	1	-3	18	0	-14	-1	2	-2	2
Cc1ccc(C)c(S(=O)(=O)N(C)c2ccc(OC(=O)CN3C(=O)NC4(CCCC4)C3=O)cc2)c1	3	-13	12	1	17	10	-3	3	6
O=C(NN1C(=O)C2C(C1=O)C1C=CC2C12CC2)c1ccccc1Cl (stereo unspecified)	-7	15	1	6	-17	2	-1	-1	0

At a glance, 3 of the compounds above:
SMILES	CHRM4 antagonist	M1 PAM	TAAR1 agonist	M5 PAM	M1 antag	M5 antag	CHRM1 agonist	M5 ag	M4 ag
Cc1ccc(-c2nnc(COC(=O)c3cccs3)o2)cc1	-7	-1	-1	-5	2	14	-3	-5	2
C/C(=N\Nc1ccc(Cl)c(C(=O)O)c1)c1ccccn1	3	7	2	-5	-9	4	-1	0	0
COC(=O)c1ccc(/C=C2/C(=O)Oc3ccccc32)cc1	1	15	-1	2	-10	16	-1	0	0

2 compounds drawn at random from those above, as already listed:
SMILES	CHRM4 antagonist	M1 PAM	TAAR1 agonist	M5 PAM	M1 antag	M5 antag	CHRM1 agonist	M5 ag	M4 ag
O=C(NN1C(=O)C2C(C1=O)C1C=CC2C12CC2)c1ccccc1Cl (stereo unspecified)	-7	15	1	6	-17	2	-1	-1	0
COc1ccc(N(C(=O)c2snc(C(N)=O)c2N)C(C(=O)NCc2ccccc2)c2ccc(O)cc2)cc1 (stereo unspecified)	-1	6	6	-2	0	14	-4	-3	6

The listing picks up with the 6 entries that preceded the break.
SMILES	CHRM4 antagonist	M1 PAM	TAAR1 agonist	M5 PAM	M1 antag	M5 antag	CHRM1 agonist	M5 ag	M4 ag
COc1cccc(C(=O)c2ccncc2C(=O)O)c1OC	5	6	1	5	-5	-1	-3	0	0
COc1ccc(C(=O)Nc2c(C(C)(C)C)nn(C)c2C(C)(C)C)cc1	4	12	1	8	-19	-1	-2	3	1
O=C(NNS(=O)(=O)c1ccccc1)C1CCN(S(=O)(=O)c2ccccc2)CC1	-7	11	2	5	-10	-2	-2	-7	0
COc1ccc2cc3cc(C(=O)Nc4ccc5c(c4)OCCO5)oc3nc2c1	1	-3	18	0	-14	-1	2	-2	2
Cc1ccc(C)c(S(=O)(=O)N(C)c2ccc(OC(=O)CN3C(=O)NC4(CCCC4)C3=O)cc2)c1	3	-13	12	1	17	10	-3	3	6
O=C(NN1C(=O)C2C(C1=O)C1C=CC2C12CC2)c1ccccc1Cl (stereo unspecified)	-7	15	1	6	-17	2	-1	-1	0
COc1ccc(S(=O)(=O)Oc2ccc3cccc(N)c3c2)cc1	8	-5	0	5	12	9	1	-1	8
CC1=CC(C)(C)NC(=S)N1c1ccccc1C	12&0	-3&6	0&3	-2&4	17&-6	16&-3	-6&-6	0&1	1&0
O=C(O)C1CCCCN1S(=O)(=O)c1ccc(Cl)s1 (stereo unspecified)	-4	17	10	-2	-26	8	2	1	0
O=C(CC1C(=O)NCCN1Cc1ccc(F)cc1Cl)NCc1ccon1 (stereo unspecified)	-6	9	1	5	-8	-3	-3	-3	2
COc1cccc(CNS(=O)(=O)c2c(C)nc3sccn3c2=O)c1	-3	0	1	-10	-3	9	2	4	8
CCOc1ccc(N(CC(=O)Nc2cc(OC)cc(OC)c2)S(=O)(=O)c2c(C)[nH]c(=O)[nH]c2=O)cc1	-12	13	5	5	-18	-3	-1	-3	1
O=C(Cc1ccc(-c2ccccc2)cc1)N1CCOCC1	-5	5	2	-5	-3	8	-4	-6	1
CC/C(=N\NC(=O)C1CCCC1)c1ccc(Br)cc1	-6	6	-3	0	10	-3	-2	-3	3
O=C(COC(=O)C1CCC1)c1c[nH]c2ccccc12	-3	6	0	4	-1	4	-5	2	0
C[C@H](CO)N1C[C@H](C)[C@@H](CN(C)Cc2ccncc2)Oc2ccc(NC(=O)Cn3cnnn3)cc2C1=O	-7	10	20	15	-6	0	3	1	0
Cc1ccc(C(=O)NCc2ccccn2)cc1S(=O)(=O)N1CCOCC1	0	3	10	1	3	8	-5	3	0
O=S(=O)(Nc1ccc2c(c1)nc1n2CCN(Cc2ccccc2)C1)c1ccccc1	7	4	5	-3	-9	7	-3	-1	3
CSCCC(NC(=O)c1ccccc1)C(=O)NNC(=O)c1ccccc1 (stereo unspecified)	4	6	0	2	-3	1	-3	2	0
COc1ccc(-c2oc3c(c2C#CC(C)(C)O)C(OC)CCC3)cc1 (stereo unspecified)	3	.	2	-5	.	1	.	-5	-2
COc1ccc(-c2csc(NC(=O)c3ccco3)n2)cc1	-8	4	11	-4	-5	-4	-4	7	2
CCOC(=O)C1CCCN(c2nc3ccccc3nc2C(C#N)C(=O)NCc2ccccc2)C1 (stereo unspecified)	-4	-9	7	0	4	4	7	-1	0
CC1(C)Oc2cc3oc(C(=O)O)cc(=O)c3cc2-c2ccccc21	12	12	3	-1	-14	5	0	0	0
COc1ccc(-c2sc3ccc(OC)cc3c2-c2ccc(OC)nc2)cc1	-2	11	1	4	-2	14	1	-2	0
CC1CCCN(C(=S)Nc2ccc(F)cc2)C1 (stereo unspecified)	9	4	17	-2	9	8	-8	-1	1
Cc1c(C(=O)Nc2ccc3c(c2)OCCO3)oc2ccc(Br)cc12	-10	13	1	4	0	2	2	-3	1
NC(=O)C1=C[C@@H](c2csc3ccccc23)C[C@@H](OCCCCO)O1	0	1	5	-8	-6	4	-4	3	1
C=C(C)CN(CC)C(=O)CSc1ccc(S(=O)(=O)N2CCN(Cc3ccccc3)CC2)cn1	-5	-4	-2	-5	5	-1	-5	3	7
Cc1ccc(S(=O)(=O)/N=C2\SC(CC(=O)Nc3ccc(F)cc3)C(=O)N2c2ccccc2)cc1 (stereo unspecified)	2	5	2	3	-3	-1	-4	0	3
COc1ccccc1C(=O)Nc1c(C)n(C)n(-c2ccccc2)c1=O	-1	-9	0	14	8	-3	0	-1	0
Cn1c(=O)cc(SCC(=O)N2CCN(Cc3ccc4c(c3)OCO4)CC2)c2ccccc21	0	-4	18	0	7	2	-4	-6	1
Cc1cccc(C(=O)C2CCN(S(=O)(=O)c3ccc(C(=O)O)cc3)CC2)c1	-6	-2	-2	4	4	-2	-4	1	2
Cc1ccc(-c2c[n+](Cc3ccc(Cl)cc3)c3n2CCC3)cc1	15	-11	2	-20	28	14	-1	-15	15
Cc1cc(C)c(CSc2nnnn2-c2ccc(C(=O)O)cc2)c(C)c1	3	-8	4	-8	-3	4	-10	-6	3
COc1ccc(OC)c(/C=C2\Oc3cc(OCC(=O)N4CC(O)C[C@H]4C(=O)O)ccc3C2=O)c1 (stereo partly specified)	7	-1	1	-3	-5	10	-1	2	2
COc1ccc2[nH]c3c(Cl)ncnc3c2c1	4	-2	0	-3	10	7	-1	-2	0

Screens as filed in PubChem BioAssay.
